# Screening data (PubChem)
# CRFBP-R2 block: antagonists of CRF-BP/CRF-R2 complex, primary screen, cell-based, HEK293, calcium dye fluorescence, uHTS; CRF-induced calcium fluorescence; inhibition, % at 11.8 µM; 350,000 compounds, 0.59% hits; AID 588475, 2011;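 active means inhibition of the ligand-induced calcium signal above about 50% at the single tested concentration, limit read from the data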
# M4 PAM: human M4 muscarinic receptor positive allosteric modulators, primary screen, CHO-K1 cells, Fluo-8 calcium fluorescence; CHO-K1 hM4/Gqi5, ACh EC20; 0% = ACh EC20, 100% = maximal ACh; activation, % at 3 µM; 360,000 compounds, 0.4% hits; AID 624126, 2012;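 active means activation above its plate's cutoff, the mean activation of sample wells plus 3 SD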; further: some results filed as inactive read as strong as hits
# M4 antag: human M4 muscarinic receptor antagonists, primary screen, CHO cells, Fluo-8 calcium fluorescence; CHO-hM4 cells, ACh EC80; inhibition, % at 3 µM; 360,000 compounds, 0.73% hits;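 active means inhibition above its plate's cutoff, the mean inhibition of sample wells plus 3 SD, cut at about 27% in these data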;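 further: 0% = acetylcholine EC80 with DMSO and 100% = DMSO without agonist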
# M5 ag: human M5 muscarinic receptor agonists, primary screen, CHO-K1 cells, Fluo-8 calcium fluorescence; CHO-K1 hM5 cells; 0% DMSO wells, 100% maximal acetylcholine response; 360,000 compounds, 0.19% hits; Muscarinic acetylcholine receptor M5 (Homo sapiens), P08912; activation, % at 3 µM;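 active means activation above the run's mean over test compounds plus 3 SD, cut at about 23% in these data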;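 further: signal is peak over basal fluorescence ratio across the kinetic read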
# M5 antag: human M5 muscarinic receptor antagonists, primary screen, CHO cells, Fluo-8 calcium fluorescence. CHO-hM5 cells, ACh EC80. inhibition, % at 3 µM. 360,000 compounds, 0.59% hits. AID 624040, 2012;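 active means inhibition above a per-plate cutoff, the mean of that plate's test compounds plus 3 SD, cut at about 27% in these data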;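 further: 0% = acetylcholine EC80 with DMSO and 100% = DMSO without agonist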
# IDE inh: human IDE inhibitors in live cells, primary screen, fluorescence polarization, HEK cells, FAbetaB substrate. AID 434962, 2010. FAbetaB cleavage. 320,000 compounds, 0.41% hits. inhibition, % at 5.59 µM. Insulin-degrading enzyme (Homo sapiens), P14735;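 active means percent inhibition above the average of all tested compounds plus 3 SD, set per screening campaign, cut at about 16% in these data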;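 further: IDE supplied by intact live HEK cells; FP after avidin binding of uncleaved biotin substrate so inhibition keeps polarization high; 0% = DMSO wells and 100% = 60 µM reference IDE inhibitor Ii1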
# Target sequence (P14735 whole entry, looked up): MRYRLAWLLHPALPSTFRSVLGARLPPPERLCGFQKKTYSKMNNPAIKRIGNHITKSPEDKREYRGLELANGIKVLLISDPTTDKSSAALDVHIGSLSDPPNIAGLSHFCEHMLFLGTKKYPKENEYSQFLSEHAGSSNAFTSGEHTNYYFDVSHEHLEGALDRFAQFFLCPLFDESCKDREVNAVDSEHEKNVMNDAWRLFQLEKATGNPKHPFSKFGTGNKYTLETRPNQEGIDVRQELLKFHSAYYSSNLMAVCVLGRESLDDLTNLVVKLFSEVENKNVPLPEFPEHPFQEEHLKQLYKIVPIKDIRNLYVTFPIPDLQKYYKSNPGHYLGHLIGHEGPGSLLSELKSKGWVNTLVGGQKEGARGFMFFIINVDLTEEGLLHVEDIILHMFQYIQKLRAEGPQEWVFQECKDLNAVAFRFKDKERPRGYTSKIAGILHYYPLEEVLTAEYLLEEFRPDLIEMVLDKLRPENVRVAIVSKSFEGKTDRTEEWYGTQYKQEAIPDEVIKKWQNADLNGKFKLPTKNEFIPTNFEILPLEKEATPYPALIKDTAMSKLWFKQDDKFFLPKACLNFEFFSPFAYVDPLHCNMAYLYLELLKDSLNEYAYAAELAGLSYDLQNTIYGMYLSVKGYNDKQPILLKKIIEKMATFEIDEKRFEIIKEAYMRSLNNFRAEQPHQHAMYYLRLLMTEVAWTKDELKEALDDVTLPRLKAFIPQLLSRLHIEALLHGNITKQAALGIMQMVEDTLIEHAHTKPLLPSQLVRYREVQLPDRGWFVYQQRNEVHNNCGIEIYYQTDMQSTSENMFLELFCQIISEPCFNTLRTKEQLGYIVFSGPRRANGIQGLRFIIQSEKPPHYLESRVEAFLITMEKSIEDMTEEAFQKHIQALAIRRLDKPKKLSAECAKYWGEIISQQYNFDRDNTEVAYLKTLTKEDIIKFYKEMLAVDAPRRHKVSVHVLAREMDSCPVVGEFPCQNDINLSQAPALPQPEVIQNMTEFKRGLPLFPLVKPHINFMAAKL
# CHRM5 PAM: human M5 muscarinic receptor positive allosteric modulators, primary screen, CHO-K1 cells, Fluo-8 calcium fluorescence | activation, % at 3 µM | Muscarinic acetylcholine receptor M5 (Homo sapiens), P08912 | CHO-K1 hM5, ACh EC20 PAM; 0% = ACh EC20, 100% = ACh EC100 | 360,000 compounds, 0.3% hits;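 active means activation above the run cutoff, the mean activation of all test compounds plus 3 SD, cut at about 18% in these data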
#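 Replicates: One well per compound, no replicates | System: Human M5 receptor in CHO-K1 cells | Benchmarks: Low control EC20 acetylcholine (0%), high control EC100 acetylcholine (100%) | Probe or stimulus: Acetylcholine, EC20 level | Times: Fluo-8 loading 80 min at 37 °C plus 30 min room temperature | Signal: Intracellular calcium via Fluo-8 fluorescence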
# CRFBP-R2 agonist: agonists of CRF-BP/CRF-R2 complex, primary screen, cell-based, HEK293, calcium dye fluorescence, uHTS; CRF-binding protein / CRF receptor 2 complex (human); calcium dye fluorescence (FLIPR); percent of saturating CRF peptide response; activation, % at 13.2 µM; 350,000 compounds, 0.46% hits;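 active means activation of at least 50%, plus an integration ratio under a set limit after plate pattern correction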;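 further: plate controls were neutral control wells without compound for no effect and CRF at EC100 for full effect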
# CHRM4 agonist: human M4 muscarinic receptor agonists, primary screen, CHO-K1 cells, Fluo-8 calcium fluorescence. 360,000 compounds, 0.14% hits. AID 624127, 2012. activation, % at 3 µM. CHO-K1 hM4/Gqi5; vehicle 0%, full acetylcholine response 100%. Muscarinic acetylcholine receptor M4 (Homo sapiens), P08173;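 active means activation above the run mean over all test wells plus 3 SD, cut at about 32% in these data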;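 further: peak over basal fluorescence ratio per well then scaled between controls; 0% = DMSO wells and 100% = acetylcholine at EC100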
# The depositor's hits bear a star; . = not tested or not shown.
mol,CRFBP-R2 block,M4 PAM,M4 antag,M5 ag,M5 antag,IDE inh,CHRM5 PAM,CRFBP-R2 agonist,CHRM4 agonist
O=C(NCCc1c[nH]c2ccccc12)c1c(Cl)nc2sccn12,4,0,-1,2,3,0,2,0.8,3
C/C(=N\Nc1nccnc1Cl)c1ccc([N+](=O)[O-])cc1,-32,10,6,-4,-1,4,5,-3.3,-2
COc1cccc(C(=O)NNC(=O)Cc2ccc(Cl)cc2)c1,10,-7,-6,-1,3,1,-8,-2.3,1
c1ccc(OCc2nc(-c3ccccc3)no2)cc1,-3,-1,-3,-1,0,1,0,0.8,0
O=C(O)c1cocc1C(=O)O,29,2,-8,1,2,.,-3,0.8,0
CCOC(=O)/C(C#N)=C/N1CCOCC1,-5,6,0,3,0,2,5,4.0,1
CC(=O)Oc1ccccc1Cn1c(C)c(C(=O)N(C)Cc2ccc(F)cc2)sc1=O,.,-4,9,4,-2,.,-8,.,3
Cc1ccc(SCCNCc2ccco2)cc1,4,-4,-1,-2,-6,4,9,-3.6,0
CCCc1nc(SCC(=O)Nc2ccccc2)c2c(=O)n(C)c(=O)n(C)c2n1,1,-2,-6,2,-1,8,-2,0.7,0
Cc1ccc(S(=O)(=O)N(C)C)cc1NC(=O)COC(=O)CCCOc1ccccc1,-3,1,-4,3,-6,-2,1,-0.2,8
N#Cc1c2c(c(-c3ccccc3Cl)[nH]c1=S)CCCC2,-8,-10,9,0,17,.,-7,1.5,7
O=C(Cc1cccc2ccccc12)Nc1cccnc1,5,0,-2,-1,5,5,0,0.8,1
Cc1ccc(S(=O)(=O)/N=C/c2c(O)ccc3ccccc23)cc1,7,3,-14,0,2,0,0,-1.1,1
Cc1ccc(-c2nnc(N)o2)cc1,12,-5,2,1,1,-4,0,0.1,0
CCN1CCN(Cc2ccc(NC(=O)c3ccc(C)c(NC(=O)c4ccc5n[nH]nc5c4)c3)cc2C(F)(F)F)CC1,-4,15,-17,-8,-6,0,13,0.2,0
COc1cccc(N2CC(=O)N(c3cccc(OC)c3)CC2=O)c1,-1,7,1,0,-6,1,6,-0.4,1
CCN(CC)C(=O)CSc1nc2sc3c(c2c(=O)n1CCOC)CCC3,1,-1,-14,-1,1,-3,1,0.2,0
COc1ccc(NC(=O)CN(C)C(=O)c2cc(-c3ccc(C)o3)nc3ccccc23)cc1,5,-10,10,3,19,-1,-25,0.1,19
COCc1cc(=O)n2[nH]cc(-c3ccccc3)c2n1,9,3,6,-1,2,2,1,1.1,-1
O=c1cc(-c2ccc(O)cc2)oc2ccc(O)cc12,1,42*,12,-3,12,5,1,-4.2,0
O=C(Nc1ccnn1C1CCN(C(=O)c2ccc(F)c(Cl)c2)CC1)C1CC1,-6,-2,-4,-2,-9,2,10,1.7,1
CCn1ccc2cc(OC)ccc2c1=S,-2,4,7,-2,3,3,-3,-1.2,0
O=C1C=C(c2ccc3c(c2)oc2ccccc23)C[C@@H](c2ccc3c(c2)OCO3)C1,-2,15,-9,2,-3,7,-5,6.6,0
S=C(N/N=C/c1ccc(Br)cc1)N1CCCCC1,-5,0,3,4,-3,5,2,0.3,0
O=C(Nc1ccccc1)Nc1ccc(C(=O)N2CCCC2)cc1,-2,6,2,8,-1,1,-3,1.4,-1

# Two entries from above, set out differently.
SMILES: CCOC(=O)/C(C#N)=C/N1CCOCC1
  CRFBP-R2 block = -5	M4 PAM = 6	M4 antag = 0	M5 ag = 3	M5 antag = 0	IDE inh = 2	CHRM5 PAM = 5	CRFBP-R2 agonist = 4.0	CHRM4 agonist = 1
SMILES: CC(=O)Oc1ccccc1Cn1c(C)c(C(=O)N(C)Cc2ccc(F)cc2)sc1=O
  CRFBP-R2 block = .	M4 PAM = -4	M4 antag = 9	M5 ag = 4	M5 antag = -2	IDE inh = .	CHRM5 PAM = -8	CRFBP-R2 agonist = .	CHRM4 agonist = 3

# (continued)
mol,CRFBP-R2 block,M4 PAM,M4 antag,M5 ag,M5 antag,IDE inh,CHRM5 PAM,CRFBP-R2 agonist,CHRM4 agonist
CC1(C)CC(=O)C=C(c2ccc3c(c2)OCO3)C1,-5,6,-16,-9,13,1,5,-0.1,1
COC(=O)c1cc(OC)c(OC)cc1NC(=S)N1CCCCC1,0,18,-9,-2,4,-1,-5,-1.7,1
Cc1ccc(NC(=O)COC(=O)c2ccccc2-c2nc3ccccc3s2)c(C)c1,21,-2,-1,-2,11,-1,-6,0.3,0
Cc1ccc(-c2nc(CN3CCCC(C(=O)N4CCOCC4)C3)c(C)o2)cc1 (stereo unspecified),9,2,-3,-4,-1,6,2,4.0,2
CCN(CC)S(=O)(=O)c1ccc(N2CCCC2)c(NS(=O)(=O)c2ccc(F)cc2)c1,-26,-4,5,-4,1,9,-1,0.5,2
Nc1cc(=O)nc(SCC(=O)NC2CCCCC2)n1-c1ccccc1,6,9,-10,1,-6,-5,-4,5.4,0
CCOc1ccc(CN2CCNC(=O)C2CC(=O)NCCCC2CCCC2)cc1 (stereo unspecified),-7,-4,0,-5,9,3,-7,1.8,-1
CC(C)CN1C(Nc2ccccc2)=NC[C@@H]1C,-2,0,7,0,7,-2,1,-0.7,1
OC[C@@H]1CN(CCN2CCOCC2)C[C@H](n2cnc3c(NC4CCC4)ncnc32)O1,.,5,-8,-3,18,.,4,.,1
Cc1ccc(CSc2nc(N)cc(N)n2)cc1,7,-4,3,1,2,-1,0,-1.4,0
O=C(O)C(Cc1ccccc1)N1C(=O)/C(=C/c2ccccc2)SC1=S (stereo unspecified),32,-8,11,-1,-5,-3,0,-0.6,-1
COc1ccc(C2(c3ccc(OC)cc3)NC(=O)NC2=O)cc1,-4,3,-2,10,2,-10,3,0.3,6
NS(=O)(=O)c1ccc(NC(=O)c2ccc(Cl)c(S(=O)(=O)NCc3ccco3)c2)cc1,-7,-1,5,1,3,-5,3,-0.1,-1
Cc1cc(C)n2cc(COc3ccccc3)nc2n1,17,-9,-4,-7,25,0,-16,8.5,0
CCOC(=O)Cc1csc(NC(=O)CSc2nncn2C)n1,7,3,-10,3,-2,4,0,-1.0,0
COc1ccc(NS(=O)(=O)c2cn(C)c(=O)n(C)c2=O)c(OC)c1,1,4,-1,3,1,-8,3,-2.4,0
O=C(Nc1ccc(O)c2c(=O)cc(-c3cccc(Cl)c3)oc12)c1ccccc1Cl,8,-1,-7,7,-2,1,-7,-0.8,2
O=C(COC(=O)c1cc(=O)c2ccccc2o1)NC1CCCC1,15,3,1,0,2,6,0,0.0,1
Cc1cc(C(F)(F)F)nc2c(Cl)c(C(C)(C)C)nn12,27,-2,11,-1,-2,-3,4,-1.7,0
O=C(COc1cccc(Br)c1)N/N=C1\CCSC1,0,8,-8,-4,7,5,0,0.7,1
COc1ccc(CNc2oc(-c3ccccc3)nc2C#N)cc1,10,-2,-6,-2,1,-3,-3,-4.8,0
O=C(Cc1cccc(NC(=O)C2CCCN(C(=O)C3CC3)C2)c1)Nc1cccc(C(=O)N2CCCC2)c1 (stereo unspecified),4,0,12,4,4,3,4,0.1,-1
O=C(COC(=O)c1c(F)cccc1Cl)NCC1CCCCC1,0,-5,3,-2,15,5,-21,-0.4,14
Cc1ccccc1C(=O)NNC(=S)NC(=O)c1cccnc1,0,-2,0,0,12,0,-6,-0.8,0
CC(=O)c1ccc(S(=O)(=O)N2CCN(c3ccnc4cc(Cl)ccc34)CC2)cc1,-2,-11,20,4,8,.,-19,-0.9,15
COc1ccc(-c2nc(SCC(=O)Nc3nccs3)c(-c3ccc(Cl)cc3)[nH]2)cc1,37,-7,5,2,9,-5,-14,-8.2,15
COc1ccc2c(c1)OC1=C(C(=O)CCC1)C2C1=C(O)CCCC1=O (stereo unspecified),24,-7,10,0,15,-3,-10,-6.4,6
CC(C)n1c(=S)[nH]c2c1c(=O)[nH]c(=O)n2C,25,5,-3,0,10,3,4,-1.3,1
COc1ccc(NC(=O)CCNS(=O)(=O)c2ccc3c(c2)CC(C)N3C(C)=O)cc1 (stereo unspecified),-18,-4,11,-3,19,5,-7,3.2,2
COCCNC(=O)C1(C)CCN(C(=O)c2cc(C)nn2C(C)(C)C)C1 (stereo unspecified),.,-4,-1,1,-3,.,1,.,1
CCOC(=O)c1cnc2c(C)cc(Cl)cc2c1N1CCN(C)CC1,14,-3,6,-3,12,2,-1,0.7,3
COc1cc(/C=N/N2C(=O)CSC2=S)cc(Br)c1O,-47,-30,8,56*,10,.,-21,31,69*
Cc1c(C(=O)OCC(=O)Nc2ccc(S(N)(=O)=O)cc2)oc2c1ccc1ccccc12,-2,3,0,-3,5,-9,-2,1.6,1
COc1ccc(CCCc2n[nH]c(=S)o2)cc1,18,3,4,0,9,6,4,-1.2,1
CCc1nc(-n2[nH]c(=O)c3ccccc3c2=O)c2c3c(sc2n1)CCCC3,-8,2,-4,-9,-7,-2,8,-0.8,0
CCC(C(=O)NCC1CCCO1)n1nc(C)c2sc3ccccc3c2c1=O (stereo unspecified),-4,-3,0,-3,8,-1,1,0.8,2
Cn1cc(CC(=O)NCc2ccc(F)cc2)c2ccccc21,-10,-3,-3,-1,-2,8,-2,0.4,-1
CC(=O)Nc1cccc2ncccc12,-19,2,25,-1,-1,-1,1,-1.5,3
Nn1c(SCC(=O)NCCC2=CCCCC2)nnc1-c1cccnc1,-3,-3,0,-3,2,.,4,2.8,0
COc1ccc(NC(=O)C2Cc3c(-c4ccccc4Oc4ccccc4)ccnc3O2)cn1 (stereo unspecified),.,-4,7,1,11,.,-12,.,7
Cc1ccc(-c2nc3ccccc3n3nnnc23)cc1,24,4,4,-1,26,.,-3,-2.7,0
NS(=O)(=O)c1ccc(NC(=S)N2CCCC2)cc1,-9,-2,10,-2,3,-2,-3,1.3,1
CCCc1cc(CNC(=O)C2CCC(=O)N(Cc3ccccc3OC)C2)on1 (stereo unspecified),7,-3,2,-4,2,3,-2,-1.5,0
COc1ccccc1N1CCN(C(=O)c2cccc(S(=O)(=O)N3c4ccccc4CC3C)c2)CC1 (stereo unspecified),6,-7,22,4,15,.,-32,-0.5,24

# CHRM4 agonist: entries above that show a hit
mol,CRFBP-R2 block,M4 PAM,M4 antag,M5 ag,M5 antag,IDE inh,CHRM5 PAM,CRFBP-R2 agonist,CHRM4 agonist
COc1cc(/C=N/N2C(=O)CSC2=S)cc(Br)c1O,-47,-30,8,56*,10,.,-21,31,69*
